Compound activity as filed in PubChem.
Efflux pump mplx = blocks antifungal efflux pumps in multiplex yeast assay; AID 485275; hit rate 0.44% among 330,000; S. cerevisiae Candida pump triplex, Nile Red efflux; inhibition, % at 10 µM;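 active = plate passing quality check with inhibition over a set limit, or well fluorescence over plate mean plus 4 SD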;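 also: Nile Red retained in pooled yeast measured as flow cytometry median fluorescence; 0% = buffer negative control and 100% = Enniatin B positive control; higher means more Nile Red kept so more efflux inhibition; some compounds called inactive have numbers as strong as hits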
Fh CTSL1 inh = blocks F. hepatica cathepsin L1 in PFM18AAP counter-screen; hit rate 0.49% among 300,000; recombinant F. hepatica cathepsin L1, Z-Leu-Arg-MCA fluorescence; inhibition, % at 5.96 µM;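 active = inhibition above the mean of all tested compounds plus 3 SD, set per screening campaign, cut at about 17% in these data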;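 also: 0% = plate median of test compound wells and 100% = 1 µM Z-Phe-Ala-diazomethylketone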
EBNA-1 inhibitor = blocks EBNA-1 binding to DNA; EBNA-1 DNA binding, fluorescence polarization; inhibition, % at 14.8 µM; hit rate 0.34% among 300,000; in the data active = inhibition above about 28%
ZTA counter = blocks Epstein-Barr virus ZTA, an EBNA-1 counter-screen; P03206; ZTA-DNA binding, fluorescence polarization; inhibition, % at 11 µM; hit rate 0.15% among 320,000; AID 2234; in the data active = inhibition above about 33%
Target sequence (P03206 whole entry, looked up): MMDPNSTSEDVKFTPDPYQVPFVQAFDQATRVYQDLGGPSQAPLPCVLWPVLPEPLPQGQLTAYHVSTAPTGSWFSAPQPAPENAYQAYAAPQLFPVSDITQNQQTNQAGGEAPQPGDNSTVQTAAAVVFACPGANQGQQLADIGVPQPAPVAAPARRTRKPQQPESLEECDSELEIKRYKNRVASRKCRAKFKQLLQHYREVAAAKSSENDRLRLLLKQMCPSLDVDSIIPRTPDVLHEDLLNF
PP1 inh = PP1-alpha (human) inhibition in PP5 counter-screen | P62136 | purified PP1alpha, OMFP fluorescence | inhibition, % at 6.7 µM | hit rate 0.9% among 320,000;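 active = inhibition above the mean inhibition of all tested compounds plus 3 SD, computed separately for each screening campaign, cut at about 15% in these data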
HCV core dimer = blocks dimerization of HCV core protein; hit rate 0.33% among 300,000; inhibition, % at 5 µM; TR-FRET GST/Flag-core106 dimerization, 1536-well;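 active = inhibition above the mean of all tested compounds plus 3 SD, set per screening campaign, cut at about 45% in these data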
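Test system: GST/Flag-tagged HCV core106 proteins; Medium: KF-containing HEPES buffer, pH 7.45, DTT, CHAPS, BSA; Times: compound-protein-antibody incubation 4 h at 22.5 °C; Detection: TR-FRET 671 and 617 nm emission; Benchmarks: wells lacking GST-core106 and wells with excess unlabelled core106.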
PP5 inh = blocks human protein phosphatase 5 activity | P53041 | hit rate 0.18% among 320,000 | inhibition, % at 6.7 µM | purified PP5c, OMFP substrate fluorescence;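 active = inhibition above the campaign's mean inhibition across all tested compounds plus 3 SD, cut at about 9.5% in these data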;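 also: 0% = DMSO only and 100% = 100 µM cantharidin control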
TPT1 inhibitor = blocks Candida albicans tRNA 2'-phosphotransferase. inhibition, % at 5 µM. hit rate 0.81% among 300,000. AID 1962. recombinant caTPT1, FP RNA substrate dephosphorylation;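 active = inhibition above the mean of all tested compounds plus 3 SD, set per screening campaign, cut at about 24% in these data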;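 also: plate controls were DMSO alone for no effect and ferristatin control at 100 nM for full effect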
PREPL inhibitor = human PREPL enzyme inhibition; recombinant PREPL, fluorescence polarization activity-based probe; inhibition, % at 5.96 µM; hit rate 0.68% among 320,000; AID 2751; in the data active = inhibition above about 43%;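 also: 0% = enzyme with DMSO and 100% = wells lacking enzyme; many of its hits are not listed in these tables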
Target sequence (Q4J6C6 whole entry, looked up): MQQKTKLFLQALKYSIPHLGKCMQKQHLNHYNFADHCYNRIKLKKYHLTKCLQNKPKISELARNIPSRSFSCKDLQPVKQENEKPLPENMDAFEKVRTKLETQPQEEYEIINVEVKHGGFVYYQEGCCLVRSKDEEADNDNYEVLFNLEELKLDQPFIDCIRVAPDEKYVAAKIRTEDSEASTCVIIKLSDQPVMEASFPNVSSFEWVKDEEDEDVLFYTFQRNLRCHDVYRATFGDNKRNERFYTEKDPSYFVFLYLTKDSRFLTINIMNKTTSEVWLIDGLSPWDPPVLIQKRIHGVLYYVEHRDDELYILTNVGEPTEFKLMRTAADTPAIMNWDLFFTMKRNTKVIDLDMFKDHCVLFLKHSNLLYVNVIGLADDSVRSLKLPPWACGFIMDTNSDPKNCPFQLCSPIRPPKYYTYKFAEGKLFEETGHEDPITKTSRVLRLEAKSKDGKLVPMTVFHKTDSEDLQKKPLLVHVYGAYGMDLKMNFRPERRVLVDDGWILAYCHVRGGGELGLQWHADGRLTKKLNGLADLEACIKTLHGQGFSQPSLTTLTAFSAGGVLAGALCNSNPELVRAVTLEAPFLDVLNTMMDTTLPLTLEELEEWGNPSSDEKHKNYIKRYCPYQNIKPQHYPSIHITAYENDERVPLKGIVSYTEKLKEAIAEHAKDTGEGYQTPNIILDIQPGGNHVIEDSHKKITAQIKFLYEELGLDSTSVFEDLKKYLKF
The depositor's hits bear a star; · = no result given. These rows are one share of the data (hit frequency here may not be typical).

SMILES | Efflux pump mplx | Fh CTSL1 inh | EBNA-1 inhibitor | ZTA counter | PP1 inh | HCV core dimer | PP5 inh | TPT1 inhibitor | PREPL inhibitor
O=C(O)c1ccccc1C(=O)Nc1ccccc1[N+](=O)[O-] | 0.1 | 0.4 | -11.5 | -12.1 | -0.7 | -2.0 | -2.1 | -0.1 | 6.0
CCn1c(COc2ccc(=O)n(-c3ccccc3)n2)nnc1SCc1ccc(OC)cc1 | 0.0 | -0.2 | 6.3 | -2.3 | -1.1 | 1.3 | 0.2 | -5.7 | 10.9
COc1ccc2nc3cc(Cl)ccc3c(Nc3cc(CN4CCCC4)c(O)c(CN4CCCC4)c3)c2n1 | 0.3 | -2.6 | 2.4 | -18.6 | 32.4* | -41.8 | 8.2 | -5.0 | 63.9*
O=C(CCC(=O)N1CCOc2ccc(Cl)cc21)NCCCN1CCN(c2ccccc2F)CC1 | -0.2 | -0.9 | 7.4 | -2.1 | -3.6 | -11.0 | -1.5 | -1.7 | 12.7
CC(=O)NCCc1cnc[nH]1 | -0.2 | -0.8 | 0.5 | -1.2 | -5.8 | -3.3 | 1.2 | 0.9 | 11.5
Cc1ccccc1OCCNc1cc(N2CCN(CCO)CC2)ccc1[N+](=O)[O-] | 18.9* | 4.7 | -4.0 | 4.5 | 3.5 | -13.7 | 3.1 | 6.1 | 18.3
O=C(COc1ccc(Cl)cc1Cl)NCc1ccco1 | -0.1 | 3.8 | 9.1 | -1.6 | 0.2 | -1.1 | -1.5 | -3.6 | 4.0
O=C(CCNS(=O)(=O)c1cccc2nsnc12)NCc1ccco1 | 0.1 | -0.6 | -17.1 | -7.5 | 1.6 | -0.5 | 1.2 | 4.3 | 15.4
O=C(CCCN1C(=O)CSc2ncccc21)N1CCN(c2cccc(C(F)(F)F)c2)CC1 | 0.0 | 2.0 | -4.6 | 1.5 | -0.9 | 4.8 | -2.2 | 0.2 | 7.7
O=C(CC1C(=O)NCCN1C(=O)Nc1ccc(Cl)cc1)Nc1ccc(F)cc1 (centres undefined) | -0.1 | 4.9 | -2.5 | -4.7 | -0.3 | -0.2 | 2.5 | 1.5 | -2.5
Cc1csc2nc(CNS(=O)(=O)c3ccc4c(c3)OCCO4)cn12 | 0.2 | -4.2 | 3.1 | -15.4 | -0.2 | 7.0 | -0.7 | -3.2 | -12.8
O=C(NCCc1ccc2c(c1)OCCO2)c1ccccn1 | 0.1 | -1.4 | -3.6 | -0.2 | 0.3 | -6.7 | 0.3 | 1.4 | 9.3
Cc1ccc(C(=O)NC(=S)Nc2ccc3[nH]c(=O)[nH]c3c2)cc1C | 2.8 | -4.7 | 2.0 | 3.2 | -5.3 | 1.5 | -0.3 | -0.4 | 6.1
Cc1nnc2sc(COc3ccccc3)nn2c1=O | 0.1 | 1.1 | 7.5 | -3.1 | -0.9 | 15.2 | -0.5 | 0.8 | 3.1
Cc1cccc(C)c1NC(=O)NC1(C(=O)NCCN2CCOCC2)CCCCC1 | -0.1 | -4.0 | 2.9 | -5.4 | -0.1 | -3.9 | -0.4 | -2.3 | 1.9
COc1cc(C2Nc3cc(Cl)c(S(N)(=O)=O)cc3S(=O)(=O)N2)cc(OC)c1OC (centres undefined) | 0.0 | 2.5 | 4.0 | 5.8 | 1.2 | -3.1 | 1.7 | -1.6 | 4.1
COC(=O)c1ccc(S(=O)(=O)NCc2ccco2)n1C | -0.1 | -1.2 | 13.3 | 0.5 | -4.3 | 0.6 | -1.1 | -0.8 | -3.0
O=C(c1cc(Br)c[nH]1)N1CCSCC1 | 0.2 | -2.0 | -15.5 | -5.4 | -0.6 | -4.6 | 3.0 | 3.3 | 0.0
CCn1cc2nc(SCC(=O)Nc3ccccc3F)n(Cc3ccccc3)c(=O)c2n1 | 0.1 | -2.5 | -4.9 | -4.0 | 0.8 | 9.9 | 0.5 | 2.8 | 11.0
Cc1ccc(CNC(=O)C(Cc2ccccc2)NS(=O)(=O)c2ccc(Br)s2)cc1 (centres undefined) | 1.2 | -2.5 | -6.5 | 10.3 | 1.1 | 4.0 | 2.4 | 3.8 | -12.3
COc1cc(NC(=O)c2ccccc2Cl)c(OC)cc1NC(=O)CN1CCCCC1 | -0.1 | -0.2 | -15.8 | 0.5 | -8.8 | 3.8 | 3.0 | 0.5 | 18.8
Cc1cc([N+](=O)[O-])nn1Cc1ccc(C(=O)N/N=C/c2ccccc2)cc1 | 0.2 | 0.9 | -3.3 | 16.4 | 2.7 | 15.3 | -2.0 | -0.7 | 8.8
O=Cc1ccccc1-c1cn(CN2C(=O)c3ccccc3C2=O)nn1 | -0.1 | -3.7 | 0.1 | -12.2 | 0.7 | -8.9 | -0.1 | -3.0 | 9.9
CCOC(=O)c1c(NC(=O)CSc2nc3c(c(=O)n(C)c(=O)n3C)n2CC)sc(C)c1C | -0.1 | -2.4 | 0.3 | -6.8 | -1.8 | 1.0 | 0.7 | -6.1 | 2.4
O=C(NCc1ccco1)/C(=C/c1cccnc1)NC(=O)c1cccc(Br)c1 | -0.1 | -3.9 | 0.8 | -4.8 | -3.7 | 2.6 | 1.3 | 1.2 | 1.7

Next part:
SMILES | Efflux pump mplx | Fh CTSL1 inh | EBNA-1 inhibitor | ZTA counter | PP1 inh | HCV core dimer | PP5 inh | TPT1 inhibitor | PREPL inhibitor
CC(OC(=O)C1=COCCO1)C(=O)Nc1cccc(S(=O)(=O)N2CCOCC2)c1 (centres undefined) | 0.3 | -8.8 | -2.6 | -7.5 | -4.3 | -5.5 | 3.9 | 1.7 | -7.4
O=C(CNC(=O)c1cccs1)NCC(=O)OCc1c(Cl)cccc1Cl | 0.0 | -9.0 | -8.4 | -24.4 | 4.1 | 5.2 | 3.5 | -1.8 | -8.9
COC(=O)c1cc(OC)c(OC)cc1NC(=O)Nc1ccccc1OC | 0.0 | -2.9 | 10.9 | -3.3 | -0.8 | -4.2 | -0.6 | -3.5 | 1.1
Cc1cc(C)nc(/N=C(\N)Nc2cccc([N+](=O)[O-])c2)n1 | 0.2 | -1.8 | -12.9 | -5.1 | 0.6 | -5.3 | -0.1 | 3.3 | 2.9
CC1=C(C(=O)Nc2ccc(CC(=O)NCc3ccccc3C)cc2)SCCO1 | 0.0 | 0.8 | 6.1 | -2.4 | 0.7 | 11.0 | 0.6 | -0.5 | 6.5
CN(CC(=O)Nc1ccc(Cl)c(Cl)c1)C(=O)C12CC3CC(CC(C3)C1)C2 | 0.0 | -0.8 | -5.5 | -14.2 | -4.1 | 14.5 | 2.9 | -1.8 | 8.8
Cc1ccc(S(=O)(=O)N2CCN(C(=O)c3cc(S(=O)(=O)N(C)C)ccc3N3CCCC3)CC2)cc1 | 0.0 | -3.2 | -19.2 | -22.4 | -0.9 | -2.9 | 1.1 | -3.8 | 4.3
COc1ccc(-c2c(C)sc(NC(=O)c3ccnn3C)c2C#N)cc1 | -0.1 | 0.5 | 0.3 | 15.2 | 6.7 | 70.6* | -2.7 | -3.2 | 4.4
C=CCN(CC=C)S(=O)(=O)c1ccc(NC(=S)NC(=O)/C=C/c2ccccc2)cc1 | 0.0 | 1.5 | 3.3 | 20.6 | 8.9 | 21.2 | 2.3 | -5.3 | 17.4
CCOc1ccc(NC(=O)Cn2c(=O)n(CC3CCCO3)c(=O)c3ccccc32)cc1 (centres undefined) | 0.0 | 1.9 | 5.4 | 19.6 | -1.9 | 2.8 | 1.4 | -0.3 | 10.8
CCN(Cc1cnn(C)c1)C(=O)CC1C(=O)NCCN1Cc1cccc(OC)c1OC (centres undefined) | 0.2 | -0.4 | 4.3 | -8.6 | 2.3 | -0.1 | -0.3 | -4.5 | -1.5
O=C(O)c1ccc(-c2ccccn2)s1 | -0.1 | 3.5 | -7.4 | -18.3 | -0.2 | -14.7 | 4.1 | -1.6 | 12.5
CC(=O)Nc1ccc(N2CCCC2)cc1 | -0.2 | 3.1 | -2.5 | 0.2 | 0.0 | -10.3 | -0.7 | -1.2 | 39.1
CCC(=O)Nc1ccc(C(=O)CSc2nnc(-c3ccccc3F)n2CCc2ccccc2)cc1 | 0.1 | -3.4 | -1.0 | -3.2 | 4.8 | 30.1 | 1.0 | 1.7 | -29.6
COc1ccc(N(C(=O)/C=C/C(=O)Nc2cc(C)on2)C(C(=O)NC2CCCC2)c2ccccc2C)cc1 (centres undefined) | -0.1 | -0.8 | 10.5 | 12.2 | 0.8 | 13.8 | 3.3 | -1.6 | 8.5
Cc1ccc(C(=O)NCC(=O)O)o1 | -0.1 | 1.1 | -8.0 | 11.2 | -2.7 | 1.5 | 0.0 | 2.1 | -0.6
CC1=NOC(=O)/C1=C\c1ccccc1 | 0.0 | -5.1 | 8.9 | 2.8 | -5.2 | -4.9 | -2.4 | -2.9 | 4.3
COc1ccccc1NC(=O)c1ccc(NC(=O)COC(=O)C2CCCCC2)cc1 | 0.0 | 2.3 | -2.7 | -6.6 | -1.8 | 3.3 | 6.2 | 1.3 | -3.3
COc1ccccc1C(CNC(=O)c1oc2ccccc2c1C)N1CCCC1 (centres undefined) | -0.3 | · | · | 4.5 | 0.7 | · | -3.3 | · | 14.2
CCCCN(C)C(=O)c1cc2cc3ccc(OC)cc3nc2s1 | 0.0 | 2.9 | -3.7 | 1.2 | 1.5 | -1.5 | 3.7 | 0.5 | -3.3
COc1ccc(-c2noc(N3CCC(C(=O)NCc4ccc(Cl)cc4)CC3)n2)cc1 | 0.1 | 10.1 | -2.9 | 3.7 | -5.0 | -4.2 | 0.1 | -0.1 | 10.9
CCOC(=O)Cn1cnc2c(nnn2-c2ccccc2)c1=O | -0.1 | -0.3 | 5.2 | -12.3 | 4.8 | -1.8 | 0.8 | 0.3 | -2.9
COc1ccc(NS(=O)(=O)c2cccs2)cc1S(=O)(=O)N1CCOCC1 | -0.1 | -4.5 | 0.7 | 5.4 | 0.5 | 3.3 | 0.3 | 0.5 | -1.8
Cc1ccc(C(=O)NC(=S)Nc2ccc3[nH]c(=O)[nH]c3c2)cc1 | -0.1 | 0.1 | 43.5* | 32.6 | 1.8 | -1.5 | 0.3 | -2.3 | 5.6
COCCCNCCCOc1ccc(Cl)cc1Br | 0.0 | -2.7 | -0.5 | -2.8 | 2.9 | -227.3 | 5.4 | 0.0 | -29.1
Cc1ccc(NCc2cccnc2)cc1 | 0.0 | -2.1 | 3.6 | 2.6 | 2.2 | -3.9 | 1.6 | -2.8 | 12.4
O=C1c2cccc(OCc3ccc(F)cc3)c2CCN1Cc1ccccc1 | 0.4 | -1.8 | 6.7 | 0.8 | 5.8 | 7.8 | 1.6 | -0.3 | 31.8
CCNC(=O)NCc1c(C)c(C)n(Cc2ccccc2)c1-n1cccc1 | 0.0 | -1.7 | -3.5 | -11.8 | 2.0 | 2.4 | 1.3 | 0.2 | 2.6
COc1ccc(C2=CC(c3ccc(OC)c(OC)c3)NC(=S)N2)cc1 (centres undefined) | -0.1 | -2.2 | 6.6 | 27.6 | -2.8 | 19.7 | 0.1 | -53.7 | 1.5
CC(NCc1ccc(OCc2ccc(Cl)cc2)cc1)C(O)c1ccccc1 (centres undefined) | 0.2 | -0.9 | -4.0 | 0.8 | 11.4 | -8.1 | 1.6 | 9.2 | 34.1

A portion of the results above, for reference:
SMILES | Efflux pump mplx | Fh CTSL1 inh | EBNA-1 inhibitor | ZTA counter | PP1 inh | HCV core dimer | PP5 inh | TPT1 inhibitor | PREPL inhibitor
CCNC(=O)NCc1c(C)c(C)n(Cc2ccccc2)c1-n1cccc1 | 0.0 | -1.7 | -3.5 | -11.8 | 2.0 | 2.4 | 1.3 | 0.2 | 2.6
COc1ccc(C2=CC(c3ccc(OC)c(OC)c3)NC(=S)N2)cc1 (centres undefined) | -0.1 | -2.2 | 6.6 | 27.6 | -2.8 | 19.7 | 0.1 | -53.7 | 1.5
CC(NCc1ccc(OCc2ccc(Cl)cc2)cc1)C(O)c1ccccc1 (centres undefined) | 0.2 | -0.9 | -4.0 | 0.8 | 11.4 | -8.1 | 1.6 | 9.2 | 34.1
